Screens as filed in PubChem BioAssay.
GLA spleen mod: inhibits or activates alpha-galactosidase in human spleen homogenate | P06280 | human spleen homogenate, 4MU-alpha-Gal fluorescence, 40 min | Potency, µM (highest dose often 80 µM), for the others: top-dose activity change, negative = inhibition, actives largely listed as inhibitors | hit rate 0.008% among 240,000 | AID 2107;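 also: 0% = enzyme with vehicle and -100% = no enzyme basal signal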
Target sequence (P06280 32-429 limits assumed): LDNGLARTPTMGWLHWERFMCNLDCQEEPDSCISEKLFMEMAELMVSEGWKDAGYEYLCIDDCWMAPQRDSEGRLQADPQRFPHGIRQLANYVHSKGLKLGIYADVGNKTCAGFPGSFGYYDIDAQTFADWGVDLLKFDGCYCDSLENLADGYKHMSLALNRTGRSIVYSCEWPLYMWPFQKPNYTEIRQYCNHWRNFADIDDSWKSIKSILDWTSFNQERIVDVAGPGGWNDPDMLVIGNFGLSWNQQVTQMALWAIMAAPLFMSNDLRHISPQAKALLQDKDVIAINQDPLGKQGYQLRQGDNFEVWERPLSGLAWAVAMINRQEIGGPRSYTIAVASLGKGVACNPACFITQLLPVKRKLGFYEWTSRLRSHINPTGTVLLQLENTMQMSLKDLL
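Human spleen homogenate (1 ug) as enzyme source, 4-methylumbelliferyl-alpha-D-galactopyranoside 1 mM final, citrate/phosphate pH 5.0 with 0.01% Tween-20. Compounds 40 min at 37C, NaOH/glycine stop; fluorescence Ex 365/Em 440, Hill-fit AC50.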
Tau fibril FP: tau fibrillization inhibition (FP); P10636; K18 P301L tau heparin fibrillization, Alexa594 FP, 6 h; Potency, µM (series often up to 57.7 µM), for inactives: at the highest dose activity, negative = inhibition, hits mostly inhibitors; hit rate 0.39% among 280,000; AID 1468; also: % is scaled to controls: 0 for no effect and ±100 for the full control effect; nearly all actives have a fitted effect of over 55% in size
Target sequence (P10636 561-689 P618L limits assumed): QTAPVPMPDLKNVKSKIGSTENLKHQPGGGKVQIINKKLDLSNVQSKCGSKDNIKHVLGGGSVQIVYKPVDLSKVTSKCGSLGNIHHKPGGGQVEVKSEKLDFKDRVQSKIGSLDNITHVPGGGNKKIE
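Human tau K18 […] P301L fragment, 15 uM unlabeled plus 0.24 uM Alexa 594-labeled tau (final), with compound and 20 uM heparin in 100 mM sodium acetate pH 7; 6 hr at 37 C, then Alexa 594 FP read.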
aGlu spleen mod: lysosomal alpha-glucosidase (human) modulation; hit rate 0.006% among 240,000; AID 2112; Potency, µM (highest dose often 79.9 µM), for inactives: top-dose activity change, negative = inhibition, most hits filed as inhibitors; human spleen homogenate, 4-MU-alpha-glucoside fluorescence; P10253;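 also: 0% = enzyme with vehicle and -100% = no enzyme basal signal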
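Human spleen homogenate (1 ug) with 4-methylumbelliferyl-alpha-D-glucopyranoside (1 mM final) in 50 mM citrate/phosphate pH 5.0, 0.01% Tween-20; 40 min at 37 C. Stopped at pH 10; 4-MU fluorescence Ex 365/Em 440 nm; AC50 by Hill fit.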
GAA inhib: blocks human lysosomal alpha-glucosidase; P10253; purified human GAA, 4-MU-alpha-glucoside fluorescence; Potency, µM (series often up to 76.9 µM), inactives show at the highest dose activity change, negative = inhibition, most hits filed as inhibitors; hit rate 0.005% among 200,000;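 also: plate controls were uninhibited enzyme wells for no effect and no-enzyme background for full effect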
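Read-out is 4-methylumbelliferone fluorescence (Ex 365/Em 440 nm) after NaOH/glycine stop at pH 10. Enzyme 4 nM, substrate 400 uM, pH 5.0 citrate buffer, 20 min room temperature; AC50 from Hill-equation concentration-response.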
Tau ThT inhib: blocks human tau fibril formation measured by thioflavin T; P10636; recombinant tau K18 P301L, heparin-induced fibrillization, ThT fluorescence; Potency, µM (top dose mostly 57.4 µM), inactives show at the top dose activity, negative = inhibition, usual class: inhibitors; hit rate 2.1% among 270,000; AID 1460; also: % is scaled to controls: 0 for no effect and ±100 for the full control effect; nearly all actives have a fitted effect of over 55% in size
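Aggregation was driven by heparin (20 uM final) acting on recombinant tau […] bearing P301L in 100 mM sodium acetate pH 7; fibrils were detected with Thioflavin T.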
HTT ATP protect: Huntington cell model cytoprotection by ATP luminescence. PC12 HTT-Q103 induced, cytoprotection, ATP luminescence, 40 h. Potency, µM (top dose mostly 56.4 µM), inactives show cytoprotection (ATP increase), actives largely listed as activators. hit rate 0.14% among 230,000. AID 1471;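 also: % of control where 0% means no effect; nearly all actives have a fitted effect of over 45% in size; toxic huntingtin expression switched on by the ecdysone agonist tebufenozide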
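ATP quantification (ATPlite) reports survival of PC12 cells in which tebufenozide, 100 nM final, switches on Htt exon 1 with 103 glutamines linked to GFP; compounds are titrated.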
GAA glycogen: alters human alpha-glucosidase cleavage of glycogen; recombinant GAA, glycogen substrate, Amplex Red glucose oxidase fluorescence; Potency, µM (series often up to 76.4 µM), inactives show at the highest dose activity change, negative = inhibition, actives largely listed as inhibitors; hit rate 0.38% among 300,000; P10253; AID 2100;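 also: 0% = full enzyme reaction and -100% = no-enzyme basal signal; the screen sought inhibitors and activators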
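qHTS, 1536-well; enzyme 4 nM final; cpd up to 77 uM; substrate bovine liver glycogen 30 ug; 50 mM citrate/phosphate pH 5.0, 0.01% Tween-20; 37 C, 40 min; Amplex Red detection 45 min RT; Hill fit → AC50.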
Tau fluor cs: counter-screen for tau fibril formation inhibitors; tau K18 P301L (four-repeat tau fragment) Alexa594 fluorescence, heparin fibrillization; Potency, µM (doses to about 57.7 µM), without a hit: at the highest dose activity change, negative = decrease; AID 1463; hit rate 0.93% among 280,000; also: % is scaled to controls: 0 for no effect and ±100 for the full control effect; nearly all actives have a fitted effect of over 55% in size
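Human K18 P301L tau (15 uM unlabeled plus 0.24 uM Alexa 594-labeled, final) in 100 mM sodium acetate pH 7 was mixed with compound and 20 uM heparin and incubated 6 hr at 37 C.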
An asterisk follows results filed as active; ? = inconclusive; · = no result given; & = joins results of further samples; [ ] = dose if it differs, or a comment. Calls follow the shape of the dose curve; as a rule, active = well fitted curve in the direction sought with a large enough effect; inconclusive = small, poorly fitted or top-dose-only effect, or another doubt; inactive = no such curve, though single readings can be large; an effect the other way counts as inactive or inconclusive. Potency is read from the fitted curve at half-maximal effect. Rows were taken by chance. About 3.3% of those tested had a hit in this group.

SMILES	GLA spleen mod	Tau fibril FP	aGlu spleen mod	GAA inhib	Tau ThT inhib	HTT ATP protect	GAA glycogen	Tau fluor cs
COc1ccc(Nc2nc(N)c3cc(OC)c(OC)cc3n2)cc1	·	?	·	·	?	·	14%[76.3 µM]	11µM*[quencher]
C=CCOc1ccc(CN(C)Cc2nc3cc(C(F)(F)F)ccc3c(=O)[nH]2)cc1	-19%	-13%	-17%	-5%	-13%	-11%[10 µM]	-2%	-20%
Cc1nc(NCc2ccccc2)sc1C(=O)Nc1ccccc1	-20%	-7%	-15%	4%	-9%	-1%[10 µM]	7%	-20%
CCOC(=O)C(C)Sc1ccc2nnc(-c3ccc(F)cc3)n2n1 (stereo not drawn)	7%	-12%	0%	-3%	-5%	-2%	-5%	-11%
O=C(c1ccc(Cl)cc1)c1ccc(OCC(O)CN2CCCCC2)cc1 (stereo not drawn)	0%	5%	-4%	-3%	-6%	?	2%	-9%
O=C(NCCN1CCOCC1)c1csc2c1CCCC2	1%	6%	-4%	-1%	4%	6%[10 µM]	-1%	6%
Cc1c(C)c2cc(Cl)c(OCc3nn[nH]n3)cc2oc1=O	-3%	0%	-2%	0%	-1%	0%	-11%	3%
Cc1ccc(-n2ncc(N(C)C)c(Cl)c2=O)cc1	-1%	-2%	-4%	1%	-13%	-38%[inhibitor]	-2%	-7%
COC(=O)c1ccc(NC(=O)CN(C)S(=O)(=O)c2ccc(OC)c(C)c2)cc1	0%	9%	-6%	-4%	-4%	4%[10 µM]	10%	-13%
Cc1cc(=O)n2cccc(O)c2n1	?	-6%	17%	?	-12%	11%[10 µM]	2%	3%
CC(/C=C\c1cccnc1)=C/C(=O)O	6%&-6%	-1%&3%	5%&-3%	-1%&-1%	-7%&-4%	-18%&-1%	5%&3%	-5%&0%
O=C(Cc1cc(=O)[nH][nH]1)N/N=C/c1c(Cl)cccc1Cl	-4%&-3%	-9%&1%	-6%&-4%	?	?	-9%[1.9 µM]	?	?
CCOC(=O)C(=CNc1ncccc1C)C(=O)OCC	2%	-1%	-5%	13%	?	-15%	-5%	-15%
CC1CCCN(c2nc(-c3ccccc3O)nc3ccccc23)C1 (stereo not drawn)	·	-5%	·	·	-2%	·	-10%[76.3 µM]	-28%
Cc1ccc(NC(=S)N(CCN(C)C)C(C)c2cccnc2)c(C)c1 (stereo not drawn)	2%	-4%	-6%	3%	-7%	-7%	1%	-13%
CC1=NN(c2ccccc2)C(=O)/C1=C\c1cn(CCC#N)nc1-c1ccc(Cl)cc1	-2%	4%	-2%	-7%	?	-2%[10 µM]	-2%	?
CCOC(=O)C(NC(=O)c1cccc(Cl)c1)(Nc1nnc(C)s1)C(F)(F)F (stereo not drawn)	0%	-2%	1%	0%	0%	·	2%	-5%
CC1(C)O[C@H]2[C@@H](O1)[C@@H](C(=O)Nc1ccccc1C(F)(F)F)O[C@@H]1OC(C)(C)O[C@@H]12	·	-4%	·	·	10%	·	-6%[76.3 µM]	-6%
Cc1ccc(OCC(=O)Nc2ccc(OCc3cc(=O)n4c(C)csc4n3)cc2)cc1C	·	-4%	·	·	?	·	-7%[76.3 µM]	-9%
Cc1nn(-c2ccccc2)c(N)c1C(c1ccccc1)c1c(C)nn(-c2ccccc2)c1N	-12%	13%	-1%	-11%	-5%	-23%[10 µM]	-11%	2%
O=C(CCCN1C(=O)/C(=C\c2ccccc2)SC1=S)Nc1ccc(O)cc1	2%	14%	-3%	2%	?	-8%[10 µM]	-29%	14µM*[quencher]
COc1cccc(-c2nc3ccc([N+](=O)[O-])cc3o2)c1	1%	-6%	7%	7%	-16%	·	-13%	-14%
OCn1c2ccccc2c2ccccc21	0%	2%	3%	·	-3%	12%[10 µM]	-4%	-11%
CCOc1cc(C2NN=C(c3ccccc3)S2)ccc1OCc1ccc(F)cc1 (stereo not drawn)	-3%	-2%	-1%	1%	?	-26%	1%	-12%
COc1ccccc1-n1c(SCC(=O)O)nnc1-c1ccc(S(=O)(=O)N2CCCCC2)cc1	1%	7%	-9%	?	-9%	-2%	0%	-3%
Further compounds.
SMILES	GLA spleen mod	Tau fibril FP	aGlu spleen mod	GAA inhib	Tau ThT inhib	HTT ATP protect	GAA glycogen	Tau fluor cs
CCc1cc2c(SCC(=O)C(C#N)=C3N(C)c4ccccc4N3C)ncnc2s1	8%	1%	5%	5%	-12%	-7%	-7%	-5%
Cc1cc(Nc2ccccc2)n(-c2nc3ccccc3[nH]2)n1	-13%	-14%	-16%	-10%	?	-1%[10 µM]	-7%	25µM*[quencher]
COc1ccc(NC(=O)N2CCCC2C(=O)NCc2ccc(F)cc2)cc1 (stereo not drawn)	3%	4%	-11%	4%	-10%	3%[10 µM]	10%	-1%
CCC(C(=O)N1CCN(c2cc(C)ccc2C)CC1)n1nc(C)n2c(cc3occc32)c1=O (stereo not drawn)	·	3%	·	·	?	·	4%[76.3 µM]	-15%
O=C(C1=C[C@@H](c2coc3ccccc3c2=O)C[C@@H](OCCCCO)O1)N1CCN(Cc2ccccc2)CC1	2%	4%	1%	·	?	4%[10 µM]	17%	2%
O=C1CSC(c2ccccn2)N1c1ccc(Br)cc1 (stereo not drawn)	-1%	-1%	1%	0%	-4%	-6%	-9%	-3%
Nc1ccc(CSc2ccc(Cl)cc2)cc1	-8%	3%	-6%	1%	-18%	-17%	-10%	-27%
O=c1c2sc3ccccc3c2n(Cc2ccccc2F)c(=O)n1Cc1ccccc1	·	-11%	·	·	1%	·	15%[76.3 µM]	-13%
COc1ccnc(N=CNOCc2cccc(C(F)(F)F)c2)c1C#N	-1%	-12%	-3%	-7%	1%	-36%	-11%	-13%
CC[C@H](CO)Nc1nc(Nc2cccc(Cl)c2)c2ncn(C(C)C)c2n1	15%	?	10%	·	?	-15%[10 µM]	-2%	?
Oc1c(N=NC(=S)Nc2ccccc2F)c2ccccc2n1Cc1ccccc1Cl	-3%	?	-4%	-10%	-19%	-6%	-4%	?
Cn1c(=O)c2c(nc(Br)n2C/C=N/NC(N)=S)n(C)c1=O	7%	5%	0%	-5%	-5%	27%[10 µM]	-25%	-3%
CC(=O)Nc1cccc(NC(=O)C2CCCN2C(=O)Nc2cccc(F)c2)c1 (stereo not drawn)	-2%	7%	-1%	2%	2%	-6%[10 µM]	16%	7%
COc1ccc(CC(=O)NCc2ccc3c(c2)OCO3)cc1	11%	-5%	8%	0%	-22%	-11%[10 µM]	-10%	-18%
O=C(/C=C/c1cccc([N+](=O)[O-])c1)n1cnc2ccccc21	-1%	?	4%	-3%	13µM*	18%	8%	?
C=CCn1c(=NC(=O)C2CCCCC2)sc2cc(NC(C)=O)ccc21	3%	-11%	-4%	-25%	-14%	3%[10 µM]	1%	-11%
CCCCCCCc1cc2c(cn1)=C(OC)C(C)(OC(C)=O)C(=O)C=2Cl (stereo not drawn)	-4%	6%	-6%	·	-9%	15%	·	-8%
COC(=O)COc1cccc(-n2cnnn2)c1	4%	0%	-4%	-14%	-3%	7%	2%	1%
CC(C)N1CCN(Cc2cccc3nonc23)CC1CCO (stereo not drawn)	-2%	7%	-1%	2%	-1%	29%[10 µM]	2%	-8%
CC1CCN(CC(=O)N2c3ccccc3CC2C)CC1 (stereo not drawn)	-2%	-12%	·	-2%	-5%	-30%[inhibitor]	5%	-7%
Cc1cccc(NC(=S)NC23CN4CN(CN(C4)C2)C3)c1C	2%	0%	0%	3%	-6%	?	-10%	-5%
Cc1cc(C)c(C)c(S(=O)(=O)NCc2ccc(C(=O)N3CCCC3)cc2)c1C	8%	5%	4%	-11%	-15%	-12%	-14%	-1%
COc1ccc(CN2CC(=O)N(c3ccc(C)cc3)C2=S)cc1OC	-1%	-7%	-3%	-2%	-1%	5%[10 µM]	0%	-15%
COc1cc(C)ccc1OCCn1c(-c2ccc(Cl)cc2)nc2ccccc2c1=O	·	-5%	·	·	2%	·	-18%[76.3 µM]	-9%
CC(=O)Nc1ccc(S(=O)(=O)NC2(C(F)(F)F)C(=O)Nc3c2c(=O)[nH]c(=O)n3-c2ccc(C)cc2)cc1 (stereo not drawn)	·	-9%	·	·	3%	·	6%[76.3 µM]	-3%

Structures from the list above containing two or more sulfur atoms (three):
SMILES	GLA spleen mod	Tau fibril FP	aGlu spleen mod	GAA inhib	Tau ThT inhib	HTT ATP protect	GAA glycogen	Tau fluor cs
O=C(CCCN1C(=O)/C(=C\c2ccccc2)SC1=S)Nc1ccc(O)cc1	2%	14%	-3%	2%	?	-8%[10 µM]	-29%	14µM*[quencher]
COc1ccccc1-n1c(SCC(=O)O)nnc1-c1ccc(S(=O)(=O)N2CCCCC2)cc1	1%	7%	-9%	?	-9%	-2%	0%	-3%
CCc1cc2c(SCC(=O)C(C#N)=C3N(C)c4ccccc4N3C)ncnc2s1	8%	1%	5%	5%	-12%	-7%	-7%	-5%

Remaining list, next part:
SMILES	GLA spleen mod	Tau fibril FP	aGlu spleen mod	GAA inhib	Tau ThT inhib	HTT ATP protect	GAA glycogen	Tau fluor cs
CC1(C)Cc2noc(N)c2C(C)(C)N1OC(=O)c1scc2c1OCCO2	10%	-3%	5%	-15%	-8%	-17%	-1%	-7%
O=Cc1ccc(-c2cccc([N+](=O)[O-])c2)o1	8%	8%	2%	·	?	20%[10 µM]	1%	-9%
CCc1ccc(OCC(=O)NC(C)C)cc1	-7%	1%	-4%	-6%	5%	?	10%	-1%
CCOC(=O)c1cn(CC(=O)Nc2ccc3c(c2)OCCO3)nn1	5%	4%	-7%	2%	-1%	24%[10 µM]	2%	4%
O=C1C2C3C=CC(C3)C2C(=O)N1c1ccncc1 (stereo not drawn)	4%	3%	-6%	0%	2%	1%	-10%	2%
O=C(CSCc1ccc(F)cc1)N1CCN(c2ccccc2)CC1	1%	4%&1%	-8%	-3%	?	-9%	-1%	-13%&-17%
Cc1cccc(CC(=O)N2CCC(N3CCC(C(=O)N4CCOCC4)CC3)CC2)c1	-4%	6%	-4%	-2%	-6%	-11%[10 µM]	15%	-3%
